Bioassay records as filed in PubChem.
AmpC_det_inh: AmpC beta-lactamase inhibition, detergent assay; Potency, µM (doses to about 28.7 µM), for the others: top-dose activity change, negative = inhibition; P00811; 71,000 tested, 0.09% active; purified AmpC, nitrocefin hydrolysis with detergent; active = well fitted curve in the direction sought with a large enough effect
Target sequence (P00811 whole entry, looked up): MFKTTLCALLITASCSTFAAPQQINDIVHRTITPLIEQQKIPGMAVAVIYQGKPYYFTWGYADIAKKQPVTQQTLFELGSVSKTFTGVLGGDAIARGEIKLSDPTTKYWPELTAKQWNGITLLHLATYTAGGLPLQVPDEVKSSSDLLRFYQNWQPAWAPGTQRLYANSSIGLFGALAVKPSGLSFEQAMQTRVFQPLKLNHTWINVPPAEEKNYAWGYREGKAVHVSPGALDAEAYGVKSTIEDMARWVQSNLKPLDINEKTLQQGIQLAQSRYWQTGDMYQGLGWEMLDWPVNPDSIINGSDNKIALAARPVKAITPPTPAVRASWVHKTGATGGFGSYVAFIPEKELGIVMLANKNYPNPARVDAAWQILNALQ
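E. coli AmpC (5.3 nM) in 20 mM phosphate pH 7.0 with 0.01% Triton X-100, preincubated 15 min RT with compound; nitrocefin (2 uL of 800 uM stock) hydrolysis followed by 480 nm absorbance every 20 s over 4 min.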
An asterisk follows results filed as active; & = joins results of further samples; [ ] = dose if it differs, or a comment. % is scaled to controls: 0 for no effect and ±100 for the full control effect; potency is read from the fitted curve at half-maximal effect. The list is partial; the hit share may differ from the screen's.

SMILES AmpC_det_inh
CCn1cc(C(=O)O)c(=O)c2cc(F)c(N3CCNCC3)nc21 1%[12.8_µM]
COc1ccc(/C=C\C(=O)Nc2ccccc2C(=O)O)cc1OC -8%&18%
COc1cc([C@H]2Oc3cc([C@H]4Oc5cc(O)cc(O)c5C(=O)[C@@H]4O)ccc3O[C@@H]2CO)ccc1O 11%
Cc1cccc(Nc2cc(Cl)nc(SCC(=O)O)n2)c1C -2%[5.75_µM]
CCOC(=O)NNc1nncc2ccccc12 1%[12.8_µM]
CCCCOc1ccc(CC(=O)NO)cc1 -3%[12.8_µM]
CC[C@H]1C(=O)OC[C@H]1Cc1cncn1C -4%[5.75_µM]
NC(N)=NC(=O)Cc1c(Cl)cccc1Cl -5%
COc1cc([C@@H]2Oc3cc([C@H]4Oc5cc(O)cc(O)c5C(=O)[C@H]4O)ccc3O[C@H]2CO)ccc1O -6%
C[C@H](CCC(=O)O)[C@H]1CC[C@@H]2[C@H]3[C@@H](CC[C@@]21C)[C@]1(C)CC[C@H](O)C[C@@H]1C[C@@H]3O 20%[12.8_µM]
CC(=O)C1=C(O)[C@@H]2[C@@H]3c4c[nH]c5cccc(c45)C[C@@H]3C(C)(C)N2C1=O -4%
CC(=O)Nc1ccccc1 7%
CCCOC(=O)c1ccc(O)cc1 8%&10%
CCCCNC(=O)[C@@H]1Cc2ccccc2N1C(=O)[C@H](N)CC -2%
COc1ccccc1OC[C@H](O)COC(N)=O -2%[12.8_µM]
Cn1c(=O)c2c(ncn2CCO)n(C)c1=O -1%[12.8_µM]
CC(=O)Nc1ccc(O)cc1 29%
CCC(=O)O[C@@]1(C(=O)SCF)[C@@H](C)C[C@H]2[C@@H]3C[C@@H](F)C4=CC(=O)C=C[C@@]4(C)[C@]3(F)[C@@H](O)C[C@]21C -1%[12.8_µM]
CCCCCCc1ccc(O)cc1O 7%
COc1cc2nc(N3CCN(C(=O)[C@H]4COc5ccccc5O4)CC3)nc(N)c2cc1OC -3%
CCCCC1C(=O)N(c2ccccc2)N(c2ccccc2)C1=O 9%&-2%

Quoted at random: 7 records from the list, in no set order.
SMILES AmpC_det_inh
CC(=O)Nc1ccc(O)cc1 29%
Cc1cccc(Nc2cc(Cl)nc(SCC(=O)O)n2)c1C -2%[5.75_µM]
CC(=O)Nc1ccccc1 7%
CCCCCCc1ccc(O)cc1O 7%
CCOC(=O)NNc1nncc2ccccc12 1%[12.8_µM]
CC(=O)C1=C(O)[C@@H]2[C@@H]3c4c[nH]c5cccc(c45)C[C@@H]3C(C)(C)N2C1=O -4%
CCCCNC(=O)[C@@H]1Cc2ccccc2N1C(=O)[C@H](N)CC -2%

A draw from above in order of molecular weight, low to high:
SMILES AmpC_det_inh
CCCOC(=O)c1ccc(O)cc1 8%&10%
Cn1c(=O)c2c(ncn2CCO)n(C)c1=O -1%[12.8_µM]
NC(N)=NC(=O)Cc1c(Cl)cccc1Cl -5%
